# IDE cell activ: boosts human insulin-degrading enzyme activity in HEK cells. 0.073% of 340,000 active. activation, % at 5.96 µM. P14735. FAbeta-B cleavage, fluorescence polarization; 0% vehicle, 100% cell-free pure enzyme wells;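 active = activation above the mean of all tested compounds plus 3 SD, set per screening campaign, cut at about 17% in these data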
# IMP-1 inhibitor: inhibitors of Pseudomonas aeruginosa IMP-1 metallo-beta-lactamase. purified IMP-1, nitrocefin hydrolysis, epi-absorbance fluorescence. inhibition, % at 5.6 µM. 0.45% of 290,000 active. AID 1556;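 active = inhibition above the mean plus 3 SD of all compounds in the same screening run, cut at about 4.5% in these data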;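 also: 0% = IMP-1 with DMSO and 100% = DMSO wells lacking enzyme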
#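 Material – recombinant IMP-1 enzyme, purified · Amount – IMP-1 0.2 nM before substrate addition · Medium – HEPES buffer pH 7.1 with ZnSO4 and Brij 35 · Timing – 25 °C, 15 min preincubation, 25 min reaction · Measured by – plate fluorescence quenching by hydrolysis product, ex 480/em 530 nm · Read-out – percent enzyme inhibition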
# SUMO HTRF inh: blocks human SUMOylation mediated by UBC9; 0.36% of 290,000 active; HTRF SUMOylation assay, SAE1/SAE2 + UBC9, in vitro; inhibition, % at 35 µM; P63279; AID 2006; in the data active = inhibition above about 50%, passing the limit was not always enough; also: strong numbers were not always called active
# Target sequence (P63279 whole entry, looked up): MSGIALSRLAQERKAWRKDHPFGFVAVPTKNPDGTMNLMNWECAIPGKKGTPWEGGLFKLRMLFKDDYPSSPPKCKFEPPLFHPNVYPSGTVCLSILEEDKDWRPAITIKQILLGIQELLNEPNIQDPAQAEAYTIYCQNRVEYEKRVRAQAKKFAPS
# NS3 helicase inh: blocks Hepatitis C virus NS3 helicase unwinding; NS3 helicase DNA unwinding, Cy5 molecular beacon fluorescence; inhibition, % at 10.9 µM; 0.56% of 290,000 active;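 active = inhibition above the mean of all tested compounds plus 3 SD, set per campaign, cut at about 35% in these data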;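 also: 0% = DMSO wells and 100% = thioflavine S control wells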
#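 assay system = NS3 helicase fragment of HCV | buffer or medium = MOPS pH 6.5, MgCl2, DTT, Tween20, BSA | timing = 60 min unwinding reaction at 25 °C after ATP addition | signal = Cy5 beacon fluorescence read at start and 1 h | read-out basis = % inhibition of unwinding | control set = low DMSO, high thioflavine S at 110 µM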
# GalR3 antagonist: blocks the human galanin receptor 3. HEK293 GalR3-CNG cAMP membrane potential fluorescence; galR3 body fused to GalR1 C-terminus. inhibition, % at 3 µM. 0.44% of 360,000 active;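 active = inhibition above the screen-wide average plus 3 SD, cut at about 13% in these data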;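 also: forskolin and galanin both at EC90 stimulate the cells; cAMP rise reported by CNG channel membrane potential dye signal; 0% = forskolin plus galanin with DMSO and 100% = forskolin alone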
# Target sequence (O60755 1-299 limits assumed): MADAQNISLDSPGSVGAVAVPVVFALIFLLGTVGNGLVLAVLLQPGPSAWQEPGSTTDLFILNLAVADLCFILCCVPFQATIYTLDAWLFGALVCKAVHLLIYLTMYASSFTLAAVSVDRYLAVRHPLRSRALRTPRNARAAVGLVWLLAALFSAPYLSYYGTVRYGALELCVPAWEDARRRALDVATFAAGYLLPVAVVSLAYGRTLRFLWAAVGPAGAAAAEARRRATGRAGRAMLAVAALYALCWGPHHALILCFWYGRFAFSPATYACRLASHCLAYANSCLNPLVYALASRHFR
# CRFR2-BP antag: antagonists of CRF-binding protein/CRF-R2 receptor complex; HEK293 CRF-R2/CRF-BP, CRF-induced calcium fluorescence; inhibition, % at 11.8 µM; 0.59% of 350,000 active; AID 588475;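 active = inhibition of the ligand-induced calcium signal above about 50% at the single tested concentration, limit read from the data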
# pCIP destab: lowers stability of the mouse p/CIP coactivator protein. F442A p/CIP-EGFP cells, EGFP fluorescence, 16 h. decrease of EGFP signal, % at 10 µM. 0.01% of 290,000 active. Q05BA5;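 active = EGFP signal decrease of at least 30% at 10 µM or well 3 SD below plate mean, unless failing retest; inactive = the rest, including hits failing retest or dose response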; also: some compounds called inactive have numbers as strong as hits; many of its hits are not listed in these tables
# IDE cell inh: inhibits human insulin-degrading enzyme in HEK cells; P14735; FAbetaB cleavage, fluorescence polarization; inhibition, % at 5.59 µM; 0.41% of 320,000 active;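 active = percent inhibition above the average of all tested compounds plus 3 SD, set per screening campaign, cut at about 16% in these data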;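 also: IDE supplied by intact live HEK cells; FP after avidin binding of uncleaved biotin substrate so inhibition keeps polarization high; 0% = DMSO wells and 100% = 60 µM reference IDE inhibitor Ii1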
# VIM-2 inhibitor: inhibitors of Pseudomonas aeruginosa VIM-2 metallo-beta-lactamase; purified VIM-2, nitrocefin hydrolysis, epi-absorbance fluorescence; inhibition, % at 5.6 µM; 0.89% of 290,000 active; AID 1527;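 active = inhibition above the mean of all tested compounds plus 3 SD, cutoff set per screening run, cut at about 7.5% in these data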;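 also: red hydrolysis product quenches plate fluorescence so inhibitors raise well fluorescence; 0% = enzyme with DMSO and 100% = DMSO without enzyme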
# The depositor's hits bear a star; x = no result given; & = joins results of further samples. An unsorted share of the library; 3.2% or so of the library scored in one or more.
IDE cell activ,IMP-1 inhibitor,SUMO HTRF inh,NS3 helicase inh,GalR3 antagonist,CRFR2-BP antag,pCIP destab,IDE cell inh,VIM-2 inhibitor,Compound
-3,-2.2,0,-49,-6&-12,-15&-12,-3,3&3,-2.3,CN(C)CC/C=C1/c2ccccc2Sc2ccc(Cl)cc21
4,-0.1,10,2,-5,13,0,-4,-1.3,CC(=O)c1ccc(NC(=O)C(C)n2c3ccccc3c3nc(=O)cc(C)n32)cc1 (centres undefined)
2,-1.7,17,1,-4,1,-10,4,-1.4,Cc1c(C(=O)N2CCCCCC2)c(S(=O)(=O)Nc2ccccc2F)c(C)n1C
4,-0.1,7,-1,2,-2,3,-4,-1.4,CC1CCCCN1C(=O)C(=O)c1cn(CC(=O)N2CCCC2)c2ccccc12 (centres undefined)
4,-1.3,17,-3,-2,-4,-18,6,-2.0,CCN(CC)C(=O)CSc1nnc(C2CCCCC2)o1
-4,-4.2,4,-1,-8,-9,0,9,-3.1,CCc1ccccc1NC(=O)C/C(C)=N/NC(=O)COc1ccccc1C
-5,-3.4,15,5,2,-11,-19,3,-2.8,COCCn1c(SCC(=O)NCc2ccc(OC)c(OC)c2)nc2ccccc21
0,-3.6,12,2,14*,-2,1,-9,-2.8,CCOCCCNC(=O)C1CCC(CNS(=O)(=O)c2ccc(OC)cc2)CC1 (centres undefined)
0,2.8,13,-11,-3,-8,-10,-3,-0.3,Cc1nn(CC(O)Cn2c3c(c4ccccc42)CCN(C)C3=O)c(C)c1Br (centres undefined)
9,-0.4,x,5,1,18,0,-1,-0.5,COc1cccc(-n2ccn(CC(=O)NCCc3ccccc3)c(=O)c2=O)c1
x,-1.4,8,-1,x,x,-5,0,-1.8,COc1ccc(NC(=O)CSc2nc3ccccc3c(=O)n2Cc2cccs2)c(OC)c1
1,-2.0,4,-13,0,-22,-19,3,3.4,Cc1ccc(/C=C2\SC(=S)N(CCCC(=O)Nc3cccc(C(=O)O)c3)C2=O)cc1
2,-2.3,24,-1,0,-23,-46,1,-3.4,O=C(CNC(=O)c1ccco1)OCC(=O)c1ccccc1
4,-2.1,11,-6,-7,10,-2,-4,-1.5,CC(C)Cc1ccc(C(=O)NCCOc2ccccc2)o1
4,-3.0,-1,-5,-6,10,8,-1,-2.2,Cn1cc(CNCc2cn[nH]c2-c2ccc(F)cc2)c(-c2ccc3c(c2)OCCO3)n1
1,-3.8,12,-5,-11,10,-8,-1,-1.7,CCOC(=O)C1(CCOC)CCN(Cc2cc3ccccc3s2)CC1
7,x,x,x,2,15,x,1,x,COc1ccc(N2CCN(C(=O)CN3C(=O)NC4(CCCCC4C)C3=O)CC2)cc1 (centres undefined)
-1,-3.7,13,-5,3,-9,-6,1,-0.8,O=C(CCn1ccnc1)Nc1nc2ccccc2[nH]1
6,x,x,x,-1,-15,x,-2,x,O=C(N[C@H]1C/C=C\C[C@@H](CC(=O)N(CCO)Cc2ccccc2)C(=O)N2CCC[C@H]2COC1=O)OCC1c2ccccc2-c2ccccc21
4,-3.0,-7,-1,-3,0,-3,-7,-2.3,CCCCCNC(=O)c1ccc(NS(=O)(=O)c2ccc3[nH]c(=O)[nH]c3c2)cc1
6,-2.1,0,4,-9,8,-3,-4,0.7,COc1cccc(C(C(=O)NC2CCCC2)N(C(=O)c2ccco2)c2cccc(C(C)=O)c2)c1OC (centres undefined)
2,x,x,x,-2,-7,x,-4,x,COc1cc(N)c(Cl)cc1C(=O)OCC(=O)N1CCc2ccccc21
5,-2.4,-18,-1,x,-35,4,-2,-1.8,CCOC(=O)c1c(NC(=O)CSc2c[nH]c3ccccc23)sc2c1CCC2
0,-6.1,19,-3,-1,-9,-4,-1,-1.7,CCC(c1nnnn1C1CCCC1)N1CCN(c2ccccc2)CC1 (centres undefined)
7,-4.3,-10,-2,-3,-3,4,1,0.1,Cc1cc([N+](=O)[O-])ccc1NC(=O)c1sc2ncn(CC(=O)N3CCOCC3)c(=O)c2c1C

# Reprinted from the part before: 4 entries; new compounds follow.
IDE cell activ,IMP-1 inhibitor,SUMO HTRF inh,NS3 helicase inh,GalR3 antagonist,CRFR2-BP antag,pCIP destab,IDE cell inh,VIM-2 inhibitor,Compound
2,x,x,x,-2,-7,x,-4,x,COc1cc(N)c(Cl)cc1C(=O)OCC(=O)N1CCc2ccccc21
5,-2.4,-18,-1,x,-35,4,-2,-1.8,CCOC(=O)c1c(NC(=O)CSc2c[nH]c3ccccc23)sc2c1CCC2
0,-6.1,19,-3,-1,-9,-4,-1,-1.7,CCC(c1nnnn1C1CCCC1)N1CCN(c2ccccc2)CC1 (centres undefined)
7,-4.3,-10,-2,-3,-3,4,1,0.1,Cc1cc([N+](=O)[O-])ccc1NC(=O)c1sc2ncn(CC(=O)N3CCOCC3)c(=O)c2c1C
7,-3.1,2,2,-3,-8,-1,-2,-7.3,Cc1ccc(NC(=S)N/N=C/c2ccc(Cl)c([N+](=O)[O-])c2)cc1
1,-2.2,12,4,2,13,-13,x,-2.3,CCOc1c(Cl)cc(CNc2ccc(N3CCCC3)cc2)cc1OC
-5,0.9,28,4,-3,-1,2,2,1.6,O=C(Cc1ccc([N+](=O)[O-])cc1)Nc1nccs1
3,-3.4,-10,-7,-2,6,-9,-5,-0.4,CC1(C)N=C(N)N=C(N)N1c1ccccc1
7,-2.1,-24,-10,-6,-21,8,-1,-3.3,C[C@@]12CC(=O)NC1N(C(=O)c1cccc(C(F)(F)F)c1)C(c1ccccc1OC(=O)c1cccc(C(F)(F)F)c1)C2 (some centres undefined)
x,-0.7,7,-11,2,-31,-6,5,-0.9,COc1cccc(C(=O)C2CCCN(Cc3cn[nH]c3C3CCCCC3)C2)c1 (centres undefined)
1,-2.7,-8,-3,-1,14,2,0,0.5,O=C(CCCc1ccccc1)Nc1ccccc1[N+](=O)[O-]
1,-2.5,15,-3,-3,5,-6,0,-3.3,CC(=O)N1N=C(c2ccc(NS(C)(=O)=O)cc2)CC1c1ccc2nccnc2c1 (centres undefined)
-1,-0.4,10,1,-4,-5,-9,x,-2.0,O=C(C(O)c1ccccc1)N1N=C(c2ccccc2)CC1(O)C(F)(F)F (centres undefined)
6,-2.5,9,9,-7,-13,4,2,-2.8,COc1cc2c(cc1OC)CN(C(=O)CCc1c[nH]c3ccccc13)[C@H](C(=O)O)C2
0,-2.1,-12,-2,9,2,3,-2,0.0,O=C1c2ccccc2C(=O)N1CCCc1nc(-c2cccnc2)no1
1,x,x,x,-10,-1,x,-2,x,O=c1[nH]c(Nc2ccccn2)cc2ccccc12
-1,-4.0,9,9,-6,-5,-15,x,-3.4,CC(=O)NCCc1nc2ccccc2n1CCc1ccccc1
3,-3.8,10,-4,-1,50,-4,2,-0.9,Cc1c(C#N)c(N=CN(C)C)c(C(=O)c2ccc(Br)cc2)n1-c1ccc(Cl)cc1
0,x,x,x,-3,7,x,0,x,CC1CCCN(C(=O)COC(=O)c2ccc3[nH]c4c(c3c2)CCCC4)C1 (centres undefined)
0,-1.4,9,-53,-9,-7,-6,8,-1.5,CC(c1ccccc1)N1CCC(CNC(=S)Nc2cccc(Cl)c2)C1 (centres undefined)
3,-1.4,19,2,-3,-14,6,1,13*,Cc1nn2c3ccccc3nc2c2ccccc12
5,-0.7,28,-8,0,6,-14,-3,-1.1,O=C(Nc1ccc(Oc2cccc(C(F)(F)F)c2)nc1)c1ccco1
0,-1.0,-12,-4,-4,-2,0,4,-3.1,CC1=CCC2C(=O)N(c3nc4ccccc4n3C)C(=O)C2C1 (centres undefined)
0,x,x,x,3,1,x,2,x,N#Cc1cccc(S(=O)(=O)NCCOc2ccccc2F)c1
8,-1.8,1,-13,7,4,-2,6,0.3,Cc1cc(C(=O)NC2CC(C)(C)Cc3c2cnn3-c2cccc(F)c2)nn1C (centres undefined)
2,-3.9,-9,-2,-3,11,-6,5,-3.6,O=C(CSc1nnc(Cc2ccccc2)n1-c1cccc(Cl)c1)N1CCOCC1
1,-2.9,22,-14,-6,-4,-15,2,-0.7,CCCCn1c(-c2ccc(F)c(F)c2)nc2cc3[nH]c(=O)c(C(C)C)nc3cc21
1,-0.4,1,-74,x,-23,1,2,0.1,CCc1ccc2nc(N(CCN(C)C)C(=O)/C=C/c3cccs3)sc2c1
0,-2.7,-8,-1,-3,0,-23,10,-4.0,Cc1noc(C)c1COC(=O)[C@@H](NC(=O)c1ccccc1)C(C)C

IDE cell activ,IMP-1 inhibitor,SUMO HTRF inh,NS3 helicase inh,GalR3 antagonist,CRFR2-BP antag,pCIP destab,IDE cell inh,VIM-2 inhibitor,Compound
2,-1.7,2,-20,-10,7,-4,-2,0.5,COc1ccc(Nc2cc(NCCCO)c([N+](=O)[O-])c3nonc23)cc1
3,-2.7,4,-5,2,-4,-5,-8,-3.4,O=C1CN(C(=O)c2cccs2)c2ccccc2N1
4,-5.5,4,41*,x,-4,-10,3,-6.7,CCCCCOC(=O)c1[nH]c2c(c1C)C(=O)CC(c1ccco1)C2 (centres undefined)
4,-1.8,7,2,-11,-7,-1,1,-2.3,COc1ccc(OC)c(NC(=O)c2cccc(NC(=O)c3ccccc3C(=O)O)c2)c1
-14,-2.3,19,-5,1,-10,-19,5,-1.1,CCS(=O)(=O)C1=NSC2=NC(=O)/C(=C\c3ccc(OC(=O)c4ccco4)c(OC)c3)C(=N)N21
3,x,x,x,-3,-22,x,3,x,CN(CC(=O)NCc1ccccc1)CC(=O)Nc1ccc(Cl)c(C(F)(F)F)c1
-5,-3.9,7,-9,-13,0,-3,-3,-6.6,NNC(=O)CN1C(c2ccc(Br)cc2)=Nc2ccc(Br)cc2C1c1ccccc1 (centres undefined)
-3,-4.8,30,-10,-12,18,-9,4,-1.6,Nc1nonc1C(=O)NCCNCc1ccccc1OCc1ccccc1F
-1,-2.8,-13,-5,-6,-6,6,0,-6.5,Cc1ccsc1/C=N/n1c(-c2ccccc2)n[nH]c1=S
4,-1.7,-8,-8,3,24,-4,-1,-4.9,CCCCc1ccc(Nc2ncccc2C#N)cc1
5,-1.8,-10,-1,-8,3,2,4,-1.5,NC(=NCCc1ccccc1)NS(=O)(=O)c1ccccc1F
8,-1.0,13,0,-5,6,-10,1,-2.3,CS(=O)(=O)N(Cc1ccccc1)c1ccccc1C(=O)N1CCN(c2ccccc2)CC1
3,-2.9,24,4,-3,6,-22,0,-2.7,Cn1c(-c2cc3ccc(OC(=O)C(C)(C)C)cc3oc2=O)nc2ccccc21
-4,-2.4,6,-1,x,19,-9,1,-0.7,CC(C)(C)C(=O)N1CCN(C(c2ccccc2)c2ccccc2)CC1
6,-0.9,12,-3,-4,-16,-12,0,2.2,Cc1nc(CCNC(=O)CC2C(=O)NCCN2CC(C)(C)C)nc2c1CCC2 (centres undefined)
0,-0.7,-1,7,-4,-8,1,4,-2.5,CCCOc1ccc(N2C(=O)CC(NCc3ccc(S(N)(=O)=O)cc3)C2=O)cc1 (centres undefined)
2,-11,8,3,0,9,-4,2,-2.0,Cc1ccc(CNc2ccc(N3CCOCC3)cc2)s1
-1,-0.9,7,-5,-3,15,-1,2,-0.6,CCCNC(C)C(=O)Nc1ccccc1C (centres undefined)
